# Insulin prom inh: inhibitors of insulin promoter-driven GFP, primary screen, imaging, TRM-6 cells (human fetal islet line), eGFP reporter, cell count; reporter expression induced with tamoxifen; inhibition, % at 2 µM; actives 0.9% (n = 130,000);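 active means inhibition above the mean plus 3 SD, with well images judged a real hit on visual review, cut at about 60% in these data, passing the limit was not always enough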
# sdo1 growth: growth rescue of sdo1-depleted yeast, primary screen, S. cerevisiae, bone marrow failure model. S. cerevisiae sdo1-depleted JHY4D growth rescue, OD600 30 h; stronger effect = higher value; pdr5 snq2 efflux-pump mutant strain. z-score at 10 µM. actives 0.21% (n = 140,000). AID 817, 2007;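 active means z-score above 3 at both the 24 hr and the 30 hr optical density reads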;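 further: z-score against mean and SD of all compound wells on the same plate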
# sdo1 growth Rescue 24 h: second read-out of sdo1 growth, no call of its own (marks repeat the call); z-score; S. cerevisiae sdo1-depleted JHY4D growth rescue, OD600; measured here: growth rescue at 24 h;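 0 is the plate mean of compound wells and units are plate SD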
# Active calls of the source: *; / = no result given.
no.	SMILES	sdo1 growth	sdo1 growth Rescue 24 h	Insulin prom inh
1	CCCCN(C(=O)Cn1nnc2ccccc21)C(C(=O)NCCOC)c1ccc(OC)cc1OC (configuration not stated)	-0.77	-1.3	/
2	COc1cc(-c2nc3ccccn3c2/N=C/c2cccc(OC)c2O)ccc1O	/	/	36
3	C=CCN1C(=O)C(CC(=O)Nc2ccccc2)N(Cc2ccccn2)C1=S (configuration not stated)	/	/	0
4	COc1cccc(-c2nc(N3CC(C)CC(C)C3)c3ccccc3n2)c1O (configuration not stated)	-1.6	-0.56	46
5	CC(=O)c1cc(-c2ccc(F)cc2)n(CC(=O)NCc2cccs2)c1C	-1	0.86	/
6	CCCCC(CC)CNC(=O)C(=O)c1ccccc1NC(C)=O (configuration not stated)	-0.08	-0.32	/
7	Cc1cc(NCCC(C)C)n2nc(C)c(-c3ccccc3)c2n1	-2	-1.5	60
8	COc1ccc(/C=N/NC(=O)C(C)n2cnc3ccccc3c2=O)cc1 (configuration not stated)	-0.01	0.38	-7
9	O=[n+]1cc(-c2ccccc2)n([O-])c2c1CCC2	-0.03	-0.19	7
10	CCOC(=O)c1nn(-c2ccccc2)c2nc(Nc3ccccc3)cc(=O)n12	0.38	1.7	18
11	CCc1ccc(CN2C(=O)c3ccccc3C2C(=O)NCc2cccnc2)cc1 (configuration not stated)	/	/	-3
12	CC(=O)Nc1nonc1NC(C)=O	1	0.69	-93
13	Cc1ccccc1C(OCCN(C)C)C1CCCCC1 (configuration not stated)	0.87	-0.1	9
14	CC1CCN(C(c2ccc(N(C)C)cc2)c2nnnn2C(C)(C)C)CC1 (configuration not stated)	0.76	1.2	-8
15	O=C(Cc1coc2ccc3ccccc3c12)Nc1nccs1	-2.4	-1.8	17
16	Cc1c(Cl)cnc(NC(=O)COC(=O)c2ccc(S(=O)(=O)NCc3ccco3)cc2)c1Cl	0.13	-0.06	/
17	Cc1ccc2nc(-c3ccc(NC(=O)c4ccco4)cc3)[nH]c2c1	-2.9	-1.7	67
18	O=C(O)c1ccccc1C1=Nc2ccc(O)cc2Oc2cc(O)ccc21	-0.36	-0.17	44
19	CCOc1ccc(-n2cc(C(=O)Nc3cccc(OC)c3)c3cc(OC)c(OC)cc3c2=O)cc1	-0.79	-0.91	35
20	COCCNC(=O)C(c1cccc(OC)c1)N(Cc1cccs1)C(=O)Cn1nnc2ccccc21 (configuration not stated)	1.2	1.1	-67
21	CC/C(=N\O)C(C)(C)/[N+]([O-])=C/c1ccc(Br)cc1	1.9	0.88	6
22	CNC(=O)COc1cccc(C(=O)NCc2ccccc2)c1	1.7	1.1	/
23	COc1ccc(CNc2nc3ccccc3n2CCN2CCCCC2)c(OC)c1	-0.21	-0.67	/
24	CCCc1nc(SCC(=O)N2CCCC2)c2ccccc2n1	-1.1	-0.43	/
25	O=C(Nc1ccc2c(c1)oc1ccccc12)C1CC1	-0.87	-0.47	/
26	COc1ccc(-n2nnnc2SCC(=O)NCc2cccs2)cc1	/	/	-13
27	COc1ccc(NS(=O)(=O)c2ccc(Cl)c(C(=O)O)c2)cc1S(=O)(=O)N1CCCCC1	/	/	29
28	COc1ccccc1CN(C)C(=O)C1(c2ccc(Cl)cc2)CC1	0.25	-0.02	/
29	O=C(CSc1nc(-c2ccccc2Cl)ns1)NCc1ccc2c(c1)OCO2	-0.95	-1.3	/
30	O=C(CN1CCN(CC(=O)Nc2ccccc2F)CC1)Nc1ccc2c(c1)OCCO2	/	/	48
31	CCC(C)C(NC(=O)c1ccc(Cl)cc1Cl)C(=O)O (configuration not stated)	0.7	0.16	50
32	CCNc1ccc(C(=O)O)cc1N	-0.29	0.09	27
33	O=C(COc1ccccc1F)N1CCN(S(=O)(=O)/C=C/c2ccccc2)CC1	-0.08	0.05	-26
34	O=[N+]([O-])c1ccc(OCC(O)CN(C2CCCCC2)C2CCCCC2)cc1 (configuration not stated)	0.11	0.1	/
35	CC(=O)c1ccc(NC(=O)N2CCN(c3cccc(Cl)c3)CC2)cc1	-1.3	-1.2	10
36	COC(=O)c1cccc(-n2[nH]nnc2=S)c1	0.02	-0.95	-60
37	Cc1cc(C)n(CCCN2C(=O)c3cccc4cccc(c34)C2=O)n1	/	/	-9
38	O=C(O)c1cc([N+](=O)[O-])ccc1N1CCC(Cc2ccccc2)CC1	0.42	-0.13	/
39	Cc1cc(Nc2ccccc2C(=O)O)nc2nc3ccccc3c(=O)n12	0.45	0.8	-146
40	CN(c1ccccc1C(N)=O)S(=O)(=O)c1ccccc1	0.61	-0.02	-33
41	C=C1CSc2nc(=O)c3c(C)c(C)sc3n21	0	-0.81	47
42	N#C/C(=C\c1cn(Cc2ccccc2F)c2ccccc12)C(=O)NCc1ccco1	-0.97	-0.26	-7
43	CC(=O)c1cc(C#N)c(N(C)Cc2ccccc2)nc1C	/	/	-86
44	Cc1ccc(C(c2nnnn2C2CCCC2)N2CCN(c3nc4ccccc4s3)CC2)cc1 (configuration not stated)	/	/	40
45	Cc1cc(NC(=O)CN2CCCCC2C)no1 (configuration not stated)	0.38	-0.23	43
46	COc1cccc(N(C(=O)Cn2nnc(-c3cccs3)n2)C(C(=O)NC2CCCCC2)c2ccncc2)c1 (configuration not stated)	1	2.7	20
47	CCC(C)NC(=O)CCC(=O)NNc1nc2ccccc2c2nc(C)nn12 (configuration not stated)	1.3	0.81	-144
48	Clc1ccc(-c2nnc(C3CCCCC3)o2)cc1	-1.2	-1	-18
49	Cc1cc(C)n(CCC(=O)N/N=C/c2ccc(O)cc2)n1	1.3	0.33	/
50	Cc1c(N2C(=O)CSC23C(=O)Nc2ccccc23)c(=O)n(-c2ccccc2)n1C (configuration not stated)	0.4	-0.18	27
51	O=c1ccc(Cc2ccc(Cl)cc2)n[nH]1	/	/	6
52	COc1ccc(CNC(=O)C/C(C)=N/NC(=O)COc2ccc(C)cc2Br)cc1	/	/	-3
53	CCOC(=O)N1CCN(c2nc(C)cc(C(F)(F)F)n2)CC1	-0.08	-0.31	8
54	O=C1Nc2ccc(Cl)cc2/C1=C/C1CC=CCC1 (configuration not stated)	-1.1	-0.42	3
55	CCSc1nc2c(c(=O)[nH]1)C(C(C)C)C(C#N)=C(N)O2 (configuration not stated)	0.77	-0.06	/
56	O=C(CSc1nnc(-c2cccnc2)n1Cc1ccco1)c1ccc(Cl)c(Cl)c1	0.08	0.44	/
57	Cc1cccc(NC(=S)N2CCN(S(=O)(=O)c3cccc(F)c3)CC2)c1	/	/	18
58	Cc1ccc(S(=O)(=O)N(Cc2cc3cccc(C)c3[nH]c2=O)c2ccccc2)cc1	0.09	0.55	-75
59	O=S(=O)(c1ccc(Br)s1)N1CCN(c2ncccn2)CC1	-1.3	-1.4	-17
60	CC(=O)Nc1ccccc1NC(=O)C(F)(F)F	0.47	0.37	-267

# Grouped by structure, the compounds so far containing an aryl thioether with sulfur outside any ring
no.	SMILES	sdo1 growth	sdo1 growth Rescue 24 h	Insulin prom inh
24	CCCc1nc(SCC(=O)N2CCCC2)c2ccccc2n1	-1.1	-0.43	/
26	COc1ccc(-n2nnnc2SCC(=O)NCc2cccs2)cc1	/	/	-13
29	O=C(CSc1nc(-c2ccccc2Cl)ns1)NCc1ccc2c(c1)OCO2	-0.95	-1.3	/
55	CCSc1nc2c(c(=O)[nH]1)C(C(C)C)C(C#N)=C(N)O2 (configuration not stated)	0.77	-0.06	/
56	O=C(CSc1nnc(-c2cccnc2)n1Cc1ccco1)c1ccc(Cl)c(Cl)c1	0.08	0.44	/

# Other results:
no.	SMILES	sdo1 growth	sdo1 growth Rescue 24 h	Insulin prom inh
61	NC12CC3CC(C1)CC(O)(C3)C2	0.01	-0.4	23
62	COc1ccc(CCNC(=O)CCNC(=O)c2ccc(Br)cc2)cc1OC	0.62	-0.06	/
63	COc1cc(CN2CCN(c3ccccc3F)CC2)cc(OC)c1O	0.01	1.7	36
64	O=C(CCCCn1c(=O)c2ccccc2n(CC(=O)Nc2cccc(F)c2)c1=O)NCc1ccco1	-1.1	-1.1	/
65	CC(C)CN(CC(C)C)c1nc(N)c(C#N)c(CC#N)c1C#N	-0.13	-0.41	41
66	O=C(/C=C/c1ccc(Cl)cc1)Nc1ccc(N2CCCCC2)cc1	-0.36	0.85	/
67	COc1ccc(N(CC(=O)NCCSc2ccccn2)S(C)(=O)=O)cc1	0.65	0.52	-57
68	C/C(=N/NS(=O)(=O)c1ccccc1)c1ccc(NC(=O)C(F)(F)F)cc1	-0.16	-2	33
69	O=C(NCC(c1cccnc1)N1CCOCC1)c1cccc(Cl)c1 (configuration not stated)	-0.5	-1.1	-12
70	O=C(NN1CCOCC1)c1cc(-c2ccc(Cl)c(Cl)c2)nc2ccccc12	-1.1	-0.73	-21
71	O=C(NCc1ccco1)C1CCN(S(=O)(=O)c2ccc(-n3cnnn3)cc2)CC1	0.53	0.08	-53
72	O=C(NCc1ccncc1)c1c(F)c(F)c(F)c(F)c1F	1.8	1.5	18
73	O=C(Nc1cccc(Cl)c1Cl)c1snnc1-c1ccccc1	-0.04	-0.3	/
74	COc1ccc(S(=O)(=O)N2CCC(NC(=O)OCc3c(Cl)cccc3Cl)CC2)cc1	-0.98	-0.97	-7
75	COc1ccc(NC(=O)C(c2ccc(C)cc2)N(C)C(=O)CC2NC(=O)NC2=O)cc1 (configuration not stated)	0.51	-0.24	-9
76	CCOC(=O)Cc1nnc2c(Nc3ccc(Cl)cc3)nc3nonc3n12	-1	-0.18	31
77	O=C(COC(=O)c1ccccc1C(=O)c1ccc(Cl)c([N+](=O)[O-])c1)NC1CCCCCC1	-1.1	-0.54	29
78	COn1c(SCc2cccc(Cl)c2)nc2ccccc2c1=O	-1.1	-0.47	26
79	C=CCNC(=S)NNC(=O)c1csc(C)c1CC	0.19	-0.58	-3
80	O=C(c1ccco1)N1CCN(S(=O)(=O)c2ccc(Oc3ccccc3)cc2)CC1	-0.57	-0.23	30
81	O=C(NCCN1CCN(C(=O)Nc2ccccc2)CC1)Nc1ccccc1	0.77	1.2	/
82	CC(C)NC(=O)C1CCCN(c2nnc(-n3cccc3)s2)C1 (configuration not stated)	1.3	1.8	/
83	C=CCc1ccc(OCC(O)CO)c(OC)c1 (configuration not stated)	-0.11	0.24	-55
84	c1ccc(NCC2OCc3ccccc3CO2)cc1	0.1	0.16	26
85	CC(=O)c1sc(NC(=O)c2c(F)cccc2F)nc1C	0.8	0.83	23
86	Cc1ccc(N(CCCCN2C(=O)c3ccccc3C2=O)C(=O)c2cccc([N+](=O)[O-])c2)cc1	-1.1	-1	-39
87	CCCCN(CC)CCCNC(=O)c1ccc(CSc2nc3ccncc3[nH]2)cc1	/	/	-33
88	CCNC(=O)CC1C(=O)N(c2ccc(F)cc2)C(=O)N1Cc1ccccn1 (configuration not stated)	0.29	0.2	-9
89	C=CCNCCCCOc1ccc(OCC)cc1	2.4	0.8	-39
90	Cc1nnc(SCC(=O)c2ccc(Cl)cc2)s1	/	/	71*
91	CN1C(=O)CC(c2ccco2)Sc2ccccc21 (configuration not stated)	0.61	0.6	/
92	CN(C)c1nc(Cl)nc(N(C#N)CCOc2ccccc2)n1	/	/	-50
93	COc1ccc(OC)c(NC(=O)C2C3CC4OC(=O)C2C4C3)c1 (configuration not stated)	0.46	0.22	47
94	CC(CN1CCOCC1)OC(=O)c1cccs1 (configuration not stated)	0.49	-0.07	-257
95	Cn1cnnc1SCC(=O)Nc1ccccc1	0.2	-0.25	/
96	CCn1c(=O)c2cc(C(=O)N3CCN(C)CC3)sc2c2ccccc21	1.7	1.9	/
97	CCC(=O)N1C(=O)C2(Nc3ccccc3N2)c2ccccc21	/	/	-8
98	CCN(CC)C(=O)CSc1nnc([C@@H](NC(=O)OC(C)(C)C)C(C)C)o1	-0.2	-0.46	-23
99	CCN(CC)S(=O)(=O)c1cc([N+](=O)[O-])ccc1NNC(=O)Nc1ccc(Cl)c(Cl)c1	0.05	0.25	-22
100	c1csc(-c2csc3ncnc(NCCCN4CCOCC4)c23)c1	-0.21	-0.78	-59
101	COc1ccc(N2CCN(Cc3nc4ccsc4c(=O)[nH]3)CC2)cc1	0.7	1	-56
102	COC(=O)CSc1nnc(CNc2ccc(F)cc2)o1	-0.07	-0.02	/
103	O=C(NCc1cccs1)C1CCCN(S(=O)(=O)c2ccc3c(c2)OCO3)C1 (configuration not stated)	0.54	0.03	/
104	CC1CN(C(=S)Nc2ccccc2)N(c2ccccc2)C1 (configuration not stated)	/	/	17
105	COc1ccc(C2CC2/C(=N/OC(=O)c2cccs2)c2ccccc2)cc1 (configuration not stated)	-1.9	-0.86	/
106	COc1ccc(C(=O)COc2ccccc2N2C(=O)C3C4C=CC(C4)C3C2=O)cc1 (configuration not stated)	0.18	0.48	-25
107	COc1ccc(N=Cc2nc(-c3ccccc3)oc2OC(=O)c2ccccc2)cc1	-0.18	-0.98	50
108	Cc1[nH]n(-c2cccc3ccccc23)c(=O)c1/C=N/c1sc2c(c1C#N)CCC2	-0.05	-0.35	-3
109	O=C(Nc1ccc2ccccc2c1)c1cccnc1	0.51	0.73	-35

# 5 entries from above, reformatted.
(30) O=C(CN1CCN(CC(=O)Nc2ccccc2F)CC1)Nc1ccc2c(c1)OCCO2
(31) CCC(C)C(NC(=O)c1ccc(Cl)cc1Cl)C(=O)O (configuration not stated)
(32) CCNc1ccc(C(=O)O)cc1N
(33) O=C(COc1ccccc1F)N1CCN(S(=O)(=O)/C=C/c2ccccc2)CC1
(34) O=[N+]([O-])c1ccc(OCC(O)CN(C2CCCCC2)C2CCCCC2)cc1 (configuration not stated)
assay / entry | 30 | 31 | 32 | 33 | 34
sdo1 growth | / | 0.7 | -0.29 | -0.08 | 0.11
sdo1 growth Rescue 24 h | / | 0.16 | 0.09 | 0.05 | 0.1
Insulin prom inh | 48 | 50 | 27 | -26 | /

# Compound activity from PubChem.

# Only part of the results is shown. The share of hits here may be higher or lower than overall.
